Compound activity from PubChem BioAssay.
DRD3 agonist = agonists of human D3 dopamine receptor; D3R DiscoveRx beta-arrestin cells, luminescence, 90 min; max activation, %; 410,000 tested, 0.58% active; AID 652048; P35462; in the data active = max activation above about 30%; note: 0% is about no effect; mostly tested at two doses, the higher about 12 µM
Target sequence (P35462 whole entry, looked up): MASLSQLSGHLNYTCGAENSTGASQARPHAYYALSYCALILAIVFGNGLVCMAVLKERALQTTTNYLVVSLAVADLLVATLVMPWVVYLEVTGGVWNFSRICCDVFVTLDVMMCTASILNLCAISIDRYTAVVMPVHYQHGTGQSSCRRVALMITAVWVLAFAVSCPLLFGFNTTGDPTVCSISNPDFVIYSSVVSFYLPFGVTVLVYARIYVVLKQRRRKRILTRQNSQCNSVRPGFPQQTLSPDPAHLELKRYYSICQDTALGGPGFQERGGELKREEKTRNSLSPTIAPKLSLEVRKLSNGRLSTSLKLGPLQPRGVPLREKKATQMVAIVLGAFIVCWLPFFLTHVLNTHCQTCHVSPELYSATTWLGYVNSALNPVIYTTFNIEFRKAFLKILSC
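Agonist mode: compounds and dopamine controls were applied to plated cells for 90 min at 37 degrees C after an overnight attachment at 1500 cells/well. Luminescent read-out followed 30 - 60 minutes at room temperature with DiscoveRx detection reagent.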
D3 antag = D3 dopamine receptor (human) antagonism | P35462 | D3R cells, DiscoveRx beta-arrestin luminescence, antagonist mode; stronger effect = lower value | max response, negative = inhibition, % | 360,000 tested, 2.5% active | AID 652054; in the data active = max response below about -50%; inconclusive = no clear call, values can overlap the other calls; note: % is set by controls: 0 for no effect and ±100 for the full control effect; mostly tested at two doses, the higher about 12 µM
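Cells plated overnight at 1500 cells/well, then exposed to library compounds with dopamine controls for 90 minutes at 37 degrees C. DiscoveRx reagent added for 30–60 minutes at room temperature; luminescence read, quantitative HTS format.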
HEK293 tox = cytotoxicity counter-screen for GLP-1 receptor inverse agonists | 410,000 tested, 0.13% active | Potency, µM (top dose mostly 38.3 µM), for inactives: at the highest dose activity change, negative = inhibition, actives largely listed as inhibitors | HEK293 cAMP-luciferase reporter cells, luminescence, 24 h;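 note: loss of luciferase light is scored as toxicity; potency is the fitted concentration of half-maximal effect; % is set by controls: 0 for no effect and ±100 for the full control effect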
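A 23 nL compound transfer followed 12 hours of cell culture at 37 deg C; exposure then lasted 24 hr. Luciferase assay detection reagent was dispensed and plates read for luminescence after a 12 min room-temperature wait.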
aSyn rescue = alpha-synuclein toxicity inhibition in yeast; Yeast expressing alpha-synuclein, growth rescue, BacTiter-Glo, 24 h; Potency, µM (top dose mostly 46.1 µM), without a hit: at the top dose growth rescue (activation), most hits filed as activators; 370,000 tested, 0.14% active; note: potency is the fitted concentration of half-maximal effect; % of control where 0% means no effect; nearly all actives have a fitted effect of over 65% in size
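Readout is rescue of growth in alpha-synuclein-expressing yeast, so inhibitors of toxicity appear as activators. Growth after 24 hr at 30 deg C in galactose medium is quantified by luminescence.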
TDP-43 yeast inh = TDP-43 toxicity inhibition in yeast; Potency, µM (series often up to 46.1 µM), for inactives: at the top dose growth rescue (activation), most hits filed as activators; 410,000 tested, 1.8% active; TDP-43 expressing yeast growth rescue, BacTiter-Glo, 24 h; note: potency is the fitted concentration of half-maximal effect; % of control where 0% means no effect; nearly all actives have a fitted effect of over 50% in size
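Yeast cells expressing TDP-43 under galactose induction are exposed to compounds for 24 hr at 30 deg C. BacTiter-Glo luminescence measures growth, so protective compounds score as activators.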
PTHR1 agonist = agonists of human PTHR1 parathyroid hormone receptor; HEK293 GP2 PTHR1 cells, GloSensor cAMP luminescence, 1 h; Potency, µM (top dose mostly 115 µM), for the others: top-dose activation, most hits filed as activators; 410,000 tested, 0.075% active; AID 743266; note: potency is the fitted concentration of half-maximal effect; nearly all actives have a fitted effect of over 55% in size; some results filed as inactive show a strong effect at the top dose; inactives centre near -15; many of its hits are not listed in these tables
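HEK-293-derived GP2 cells expressing PTHR1 and a GloSensor cAMP reporter, 3,000/well, plated overnight, given luciferin plus IBMX (each 0.5 mM as added) for 1 h at 37 °C, then compound for 1 h at 37 °C. Luminescence was read after 15 min at room temperature.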
GLP1R inv ag = GLP-1 receptor (human) inverse agonism; P43220; HEK293 GLP-1R CRE-luciferase, luminescence, 24 h; GLP-1R form is constitutively active; Potency, µM (titrated, usually from 38.3 µM), without a hit: at the top dose activity change, negative = inhibition, usual class: inhibitors; 410,000 tested, 1.6% active; note: potency is the fitted concentration of half-maximal effect; % is set by controls: 0 for no effect and ±100 for the full control effect; nearly all actives have a fitted effect of over 55% in size
Target sequence (P43220 whole entry, looked up): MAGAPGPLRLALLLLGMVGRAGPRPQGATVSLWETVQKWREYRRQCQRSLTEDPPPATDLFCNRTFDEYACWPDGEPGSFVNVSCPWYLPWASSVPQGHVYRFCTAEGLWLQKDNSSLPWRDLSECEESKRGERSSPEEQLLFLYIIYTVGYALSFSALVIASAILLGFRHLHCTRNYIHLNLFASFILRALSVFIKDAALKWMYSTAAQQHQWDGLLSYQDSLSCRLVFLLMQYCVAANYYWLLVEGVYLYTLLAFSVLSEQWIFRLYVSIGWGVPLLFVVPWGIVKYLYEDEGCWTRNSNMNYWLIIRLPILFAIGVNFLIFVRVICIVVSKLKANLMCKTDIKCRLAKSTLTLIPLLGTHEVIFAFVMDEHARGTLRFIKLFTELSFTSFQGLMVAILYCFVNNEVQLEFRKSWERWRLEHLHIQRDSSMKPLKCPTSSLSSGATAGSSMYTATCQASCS
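Inverse agonists were sought by their lowering of basal cAMP reporter luciferase output in HEK293 cells stably carrying constitutively active human GLP-1R, after 24 h compound treatment.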
GLP-1R agonist = agonists of human GLP-1 receptor | P43220 | HEK293 GLP-1R CRE-luciferase, luminescence, 4-6 h; cells express a hypersensitive GLP-1R form | Potency, µM (titrated, usually from 45.6 µM), inactives show at the highest dose activation, hits mostly activators | 380,000 tested, 0.007% active; note: potency is the fitted concentration of half-maximal effect; % of control where 0% means no effect
KB-V1 MDR tox = KB-V1 MDR subline cytotoxicity. KB-V1 MDR cells viability, CellTiter-Glo, 72 h. Potency, µM (series often up to 46.1 µM), for inactives: top-dose activity change, negative = cytotoxicity, actives largely listed as cytotoxic. 400,000 tested, 3.4% active. AID 1347076; note: potency is the fitted concentration of half-maximal effect; % is set by controls: 0 for no effect and ±100 for the full control effect; nearly all actives have a fitted effect of over 60% in size
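Potencies derive from concentration-effect curves fitted to normalized luminescence (CellTiter-Glo) of KB-V1 cells treated for 72 h at 37 degrees C in phenol-red-free DMEM containing 10% FBS.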
Active calls of the source: *; i = inactive; ? = inconclusive; . = not tested or not shown; & = joins results of further samples; ! = a repeat was not active; [ ] = remark or other dose. Unless noted, calls come from the whole dose curve; as a rule, active = well fitted curve in the direction sought with a large enough effect; inconclusive = small, poorly fitted or top-dose-only effect, or another doubt; inactive = no such curve, though single readings can be large; an effect the other way counts as inactive or inconclusive. Only part of the results is shown; rates above refer to the full screens.

SMILES | DRD3 agonist | D3 antag | HEK293 tox | aSyn rescue | TDP-43 yeast inh | PTHR1 agonist | GLP1R inv ag | GLP-1R agonist | KB-V1 MDR tox
COCCN(C(=O)COC(=O)/C(=C/c1ccccc1)NC(C)=O)c1c(N)n(Cc2ccccc2)c(=O)[nH]c1=O | 2 | 26 | -7% | 0% | -7% | -9% | 5% | 0% | .
O=C(COc1ccc(Br)cc1CNC1CCCC1)Nc1ccccc1 | -16 | -15 | -27% | 3% | -10%[1.82 µM] | i | ? | 9% | -23%
CCCn1c(N)c(N(CCOC)C(=O)CSc2ccccc2)c(=O)[nH]c1=O | 4 | -2 | 1% | 1% | 13% | -11% | 16% | 3% | 0%
Cc1ncc([N+](=O)[O-])n1CCOC(=O)c1ccc(Br)cc1 | 8 | 3 | 5% | 9% | ? | -14% | 15% | 14% | -4%
CCC(CC)C(=O)Nc1c2c(nn1-c1ccc(OC)cc1)CS(=O)C2 (stereo not drawn) | -2 | -10 | -10% | -4% | 1% | -3% | 6% | -7% | 19%
Cc1cc(C)n2nc(C(=O)N3CCN(Cc4ccc5c(c4)OCO5)CC3)nc2n1 | 0 | 4 | -4% | 2% | 3% | i | 5% | 9% | 12%
CCc1ccccc1NC(=O)CSc1nnc([C@@H](N)Cc2ccccc2)o1 | 11 | 14 | -14% | -12% | 23% | -6%[57.5 µM] | 11% | -12% | -11%
COc1ccc(NC(=O)CN2CCOCC2)cc1S(=O)(=O)N1CCCCC1 | 0 | 12 | -10% | 0% | -11% | i | 19% | 1% | 10%
CN1CCN(c2ccc(NC(=O)C(C)(c3ccccc3)c3ccccc3)cc2)CC1 | -8 | -12 | -25% | 0% | 3% | 2% | ? | -3% | -6%
CC1CCC/C(=N\NC(=O)COc2ccc(Cl)cc2Cl)C1 (stereo not drawn) | 0 | 16 | -5% | 7% | 22% | i | 3% | 1% | 1%
COc1cc2c(cc1OC)-c1cc(Nc3ccc4c(c3)OCCO4)nc(=O)n1CC2 | -4 | -7 | 5% | 0% | 1% | i | 10% | 9% | 6%
COC(=O)c1ccc2c(c1)N(Cc1cc(C)ccc1C)C(=O)c1ccccc1S2 | 2 | . | -3% | 4% | 0% | i | -15% | -3% | ?
Nc1cc(C(=O)OCC(=O)N2CCCC2)ccc1Cl | 9 | -2 | 1% | 4% | 19% | i | 19% | -6% | -4%
Cc1cc(=O)[nH]c(SCC(=O)N2CCc3ccccc3C2)n1 | -10 | -27 | 13% | -4% | -13% | i | 7% | -10% | 13%
CCCCCCCCCCCCN1[C@@H](CC(C)=O)c2cc(F)ccc2S1(=O)=O | -9 | 22 | 6% | 1% | 10% | -57%[inhibitor] | ? | 5% | -6%
O=C(NCc1ccccc1Cl)c1ccc(NC(=O)N2CCCCc3ccccc32)cc1 | -2 | . | 7% | . | 10% | ? | 1% | . | 10%
CC(C)NC(=O)Cc1csc2nc(-c3ccccc3)cn12 | 4 | . | 1% | . | 19% | -18% | 7% | . | 10%
CCOc1ccc(CCNC(=O)c2cc3c(-c4ccccc4F)nn(C)c3s2)cc1OCC | 27 | . | -9% | . | 29% | -40%[inhibitor] | ? | . | -11%
COc1ccc(S(=O)(=O)N2CCCc3ccccc32)cc1[N+](=O)[O-] | -4 | -8 | -13% | 2% | 0% | -10% | 11µM* | 22% | ?
CCOC(=O)c1cc(NC(=O)CC(C)(C)CC(=O)O)ccc1N1CCCCC1 | 7 | 8 | -2% | 17% | 0% | i | 9% | -2% | -4%
COCCN(C(=O)COC(=O)/C=C/c1cccs1)c1c(N)n(Cc2ccccc2)c(=O)[nH]c1=O | 1 | 6 | 5% | 0% | 15% | i | 4% | -1% | ?
NC(Cc1ccccc1)c1csc(NC(=O)Nc2ccccc2Oc2ccccc2)n1 (stereo not drawn) | 5 | 53 | -8% | -22% | 18% | 0% | ? | -7% | ?
O=C(CN1CCN(c2ccccn2)CC1)Nc1ccc2ccccc2c1 | 25 | -3 | -3% | 2% | -4% | -36% | 0% | 18% | ?
Cc1cc2nc(C(C)(C)C)c(Cc3ccccc3C(F)(F)F)n2c(C)c1Br | 3 | 21 | -2% | ? | 0% | 9% | ? | -2% | -2%
Cc1ccc(S(=O)(=O)c2cc3ccccc3oc2=O)cc1 | 2 | 18 | -4% | 7% | 12% | -9% | 3% | 4% | -7%
Cc1ccc(-c2c(C(=O)N(C)Cc3ccccc3)oc(=O)c3ccccc23)cc1 | -1&2 | 10 | 2%&-22% | 0% | 13µM* | -22%&-13% | ? | 0%&4% | 4.6µM*!
C=CCn1c(SCC(=O)NC2(C#N)CCCCC2)nnc1-c1ccncc1 | 2 | 1 | 3% | 0% | -18% | i | 0% | 5% | 11%
O=C(CSCc1ccccc1)N1CCN(S(=O)(=O)c2ccc(F)cc2)CC1 | 4 | -9 | -15% | -1% | 26% | -4% | ? | 9% | 2%
Clc1cccc(Nc2c3c(nc4ncnn24)CCC3)c1 | 2 | 7 | -6% | 18% | 26% | -22%[57.5 µM] | 96%[activator] | 22% | ?
CC(C)(C)C(=O)NC1(C(F)(F)F)C(=O)Nc2c1c(=O)[nH]c(=O)n2Cc1ccco1 (stereo not drawn) | 3 | 40 | 8% | 3% | 6% | -12% | 14% | -7% | 10%
COc1ccc(OC)c(S(=O)(=O)N2CCCC(C(=O)N3CCOCC3)C2)c1 (stereo not drawn) | 9 | -1 | -4% | 7% | 5% | -24% | 14% | 4% | ?
COC(=O)c1nc(-c2ccccc2)n[nH]1 | 0 | 24 | 5% | . | 9% | i | 3% | -11% | 1%
CCc1nnc(SCc2cn3c(C)cc(C)nc3n2)n1N | 9 | 31 | 8% | 7% | -1% | i | 1% | -13% | ?
CCCS(=O)(=O)N1CCCC(C(=O)NCC2CCCO2)C1 (stereo not drawn) | 5 | 4 | -4% | 1% | -6% | i | -27% | -9% | 16%
Cc1nn(-c2ccccc2)nc1C(=O)OCC(=O)N1CCC(C)CC1 | 1 | 3 | 1% | 5% | 10% | -4% | -15% | 10% | -10%
COC(=O)c1cccc(Nc2c(-c3ccc(O)cc3)nc3nc[nH]n23)c1 | -7 | . | 0% | . | 11% | i | 2% | . | 3%
Cc1ccc(C(=O)N/C(=C\c2cn(C)c3ccccc23)C(=O)N2CCOCC2)cc1 | -1 | 0 | -3% | 6% | 5% | -9% | -12% | -2% | -9%
O=C(c1cc(-c2ccccc2Cl)nc2ccccc12)N1CCOCC1 | 16 | 1 | 9% | -7% | 30% | -11% | 6% | 2% | 2%
Cc1cccc(NS(=O)(=O)c2cccc(C(=O)N3CCCC(C(F)(F)F)C3)c2)c1 (stereo not drawn) | -6 | -10 | 15% | -3% | 17% | -27% | ? | -2% | ?
CCN(C(=O)c1ccc(=O)n(C)n1)c1c(N)n(Cc2ccccc2)c(=O)[nH]c1=O | 5 | -15 | -8% | -1% | 2% | i | 17% | -6% | .

An excerpt of these results, with tabs:
structure	DRD3 agonist	D3 antag	HEK293 tox	aSyn rescue	TDP-43 yeast inh	PTHR1 agonist	GLP1R inv ag	GLP-1R agonist	KB-V1 MDR tox
COc1ccc(OC)c(S(=O)(=O)N2CCCC(C(=O)N3CCOCC3)C2)c1 (stereo not drawn)	9	-1	-4%	7%	5%	-24%	14%	4%	?
COC(=O)c1nc(-c2ccccc2)n[nH]1	0	24	5%	.	9%	i	3%	-11%	1%
CCc1nnc(SCc2cn3c(C)cc(C)nc3n2)n1N	9	31	8%	7%	-1%	i	1%	-13%	?
CCCS(=O)(=O)N1CCCC(C(=O)NCC2CCCO2)C1 (stereo not drawn)	5	4	-4%	1%	-6%	i	-27%	-9%	16%

The list goes on:
SMILES | DRD3 agonist | D3 antag | HEK293 tox | aSyn rescue | TDP-43 yeast inh | PTHR1 agonist | GLP1R inv ag | GLP-1R agonist | KB-V1 MDR tox
COc1ccc(N2CC(C(=O)N3CCN(c4ccccc4OC)CC3)CC2=O)cc1 (stereo not drawn) | 6 | 3 | 8% | 0% | -1% | -10% | 2% | 9% | 4%
O=C(Nc1ccc(Cl)cn1)c1cccc(OCc2ccccc2)c1 | 3 | 1 | -10% | -8% | -18% | -41% | ? | 5% | ?
O=S(=O)(Nc1nc2ccccc2nc1NCc1ccco1)c1ccc(Cl)cc1 | 7 | -29 | -6% | 27% | ? | -27%[57.5 µM] | ? | -15% | ?
COc1ccc(OC)c(CNc2ccc3c(c2)nc(C)n3C)c1 | 0 | 19 | 17% | -1% | 17% | i | 7% | -1% | -14%
COc1ccccc1NC(=O)C1=C(C)Nc2nnnn2C1c1ccccn1 (stereo not drawn) | -2 | 4 | 6% | 0% | -10% | 0% | ? | -11% | 13%
CC(=O)N1N=C(c2ccncc2)OC12CCCC2 | -4 | 11 | 1% | -10% | -15% | i | 7% | -1% | -4%
Cc1ccc(S(=O)(=O)N2CCN(C(=O)c3cccs3)CC2)c(C)c1 | 2 | 7 | 2% | 9% | 12% | -4% | ? | 13% | ?
O=S(=O)(c1ccc(Cl)cc1)N1CCN(c2ccccn2)CC1 | 1 | 10 | -1% | 8% | -5% | -36%[inhibitor] | -20% | -2% | ?
O=C(N/N=C/c1ccc2c(c1)OCO2)c1cccnc1 | -14 | -11 | 11% | 0% | -16% | -12% | 16% | 8% | 7%
COc1cc(C(c2c(O)nc(SC)[nH]c2=O)c2c(O)nc(SC)[nH]c2=O)cc(OC)c1OC | 3 | 1 | -2% | 1% | 4% | -1% | 1% | 0% | -7%
CC(C)C1C(C#N)=C(N)SC(N)=C1C#N | -6 | ? | 7% | . | -12% | i | 10% | 1% | 3%
CCN1C[C@@H]2[C@@H]3C(=O)N(Cc4ccccc4)C(=O)[C@@H]3[C@](Cc3ccccc3)(C1=O)N2C(=O)c1ccc(Cl)c(Cl)c1 | -7 | 11 | -12% | 2% | 5% | -22% | 2% | 8% | 18µM*
